KCNK3 block – human KCNK3 channel inhibition, primary screen | 0.84% of 340,000 active | B-score at 10 µM | O14649 | CHO-KCNK3 thallium flux, FluxOR fluorescence; hits give low values;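 active = B-score under library mean minus 4 SD, starting fluorescence ratio at most library mean plus 5 SD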;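 also: more negative B-score means stronger inhibition of thallium flux through KCNK3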
Target sequence (O14649 whole entry, looked up): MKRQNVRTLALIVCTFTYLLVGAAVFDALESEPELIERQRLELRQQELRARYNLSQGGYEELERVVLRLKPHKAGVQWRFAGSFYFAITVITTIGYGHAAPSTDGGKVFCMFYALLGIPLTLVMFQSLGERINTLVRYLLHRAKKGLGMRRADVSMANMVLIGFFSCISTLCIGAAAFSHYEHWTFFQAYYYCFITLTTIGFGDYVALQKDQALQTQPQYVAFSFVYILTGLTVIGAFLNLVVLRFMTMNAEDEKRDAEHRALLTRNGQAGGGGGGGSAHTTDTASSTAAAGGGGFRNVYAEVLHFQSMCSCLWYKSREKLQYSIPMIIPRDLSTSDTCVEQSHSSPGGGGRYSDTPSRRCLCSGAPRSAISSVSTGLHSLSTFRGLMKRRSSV
Calls only; i = inactive. The list is partial, so the mix of outcomes need not match the whole.

mol,KCNK3 block
C[C@H](CO)N1C[C@H](C)[C@@H](CN(C)S(=O)(=O)c2ccc(F)cc2)Oc2ccc(NC(=O)Nc3ccc4c(c3)OCO4)cc2C1=O,i
O=c1ccn([C@@H]2O[C@H](CNS(=O)(=O)C3CC3)[C@@H](O)[C@H]2O)c(=O)[nH]1,i
COC(=O)[C@]1(C)N[C@H](CN(C)S(=O)(=O)c2ccc(C(F)(F)F)cc2)[C@@H]2C(=O)N(C)C(=O)[C@@H]21,i
O=C(C[C@H]1C[C@H](C(=O)N2CCOCC2)[C@@]2(CCC3CCCC3)c3[nH]c4cc(-c5ccco5)ccc4c3CCN2C1=O)NCc1cccc(C(F)(F)F)c1,i
C=CCn1c(SCC(=O)Nc2cc(Cl)ccc2C(=O)O)nc2sc(C)c(C)c2c1=O,i
COc1ccc(CNC(=O)Cn2cnc3c(NCc4ccccc4)ncnc32)cc1,i
COc1cc(NC(=O)Cn2cnc3c(SC)nc(N)nc32)cc(OC)c1OC,i
Cc1ccc(CNC(=O)Cn2cnc3c(NCc4ccccc4)ncnc32)o1,i
O=C(Cc1cccc(NC(=O)C2CCN(C(=O)C3CCCCC3)CC2)c1)Nc1cccc(C(=O)N2CCCCC2)c1,i
O=C(Nc1ccn(CCCNCc2ccccc2)c(=O)n1)OCc1ccccc1,i
CC[C@]12c3[nH]c4cc(CCC(=O)N(C)C)ccc4c3CCN1C(=O)[C@@H](CC(=O)NC(C)(C)C)C[C@@H]2C(=O)N1CCN(C(=O)c2ccco2)CC1,i
CC[C@]12c3[nH]c4ccc(Cl)cc4c3CCN1C(=O)[C@@H](CC(=O)NCCCn1ccnc1)C[C@@H]2C(=O)N1CCN(C(=O)C2CC2)CC1,i
COc1cccc(-c2ccc3c(c2)C2CC3CCN2C(C)=O)c1 (configuration not stated),i
C=CCOC1=CS(=O)(=O)N(Cc2ccc(Br)cc2)c2ccc(Br)cc21,i
CCc1ccc([C@@H]2CC=C(C(=O)O)[C@H](c3ccc(C)cc3)N2S(=O)(=O)c2ccc(C)cc2)cc1,i
Cc1ccc(S(=O)(=O)N2C[C@@H]3[C@H]4CC[C@H](C4)[C@@H]3[C@@H](C)[C@H]2c2ccco2)cc1,i
CCCCN1C=C(C(=O)OCC)C(=O)CC1,i
CCN(C[C@H]1N[C@@](Cc2ccccc2)(C(=O)OC)[C@H]2C(=O)N(C)C(=O)[C@@H]12)C(=O)Nc1ccc(C(F)(F)F)cc1,i
O=C(Nc1ccn(CCCNCc2ccc3c(c2)OCO3)c(=O)n1)OCc1ccccc1,i
CC(C)C[C@@H](CNCC(=O)[C@H](C)NC(=O)c1[nH]cnc1C(=O)N[C@@H](C)CN)NC(=O)c1nc[nH]c1C(=O)N[C@@H](C)C(=O)O,i

The list goes on, overlapping the part above by 7 compounds.
mol,KCNK3 block
C=CCOC1=CS(=O)(=O)N(Cc2ccc(Br)cc2)c2ccc(Br)cc21,i
CCc1ccc([C@@H]2CC=C(C(=O)O)[C@H](c3ccc(C)cc3)N2S(=O)(=O)c2ccc(C)cc2)cc1,i
Cc1ccc(S(=O)(=O)N2C[C@@H]3[C@H]4CC[C@H](C4)[C@@H]3[C@@H](C)[C@H]2c2ccco2)cc1,i
CCCCN1C=C(C(=O)OCC)C(=O)CC1,i
CCN(C[C@H]1N[C@@](Cc2ccccc2)(C(=O)OC)[C@H]2C(=O)N(C)C(=O)[C@@H]12)C(=O)Nc1ccc(C(F)(F)F)cc1,i
O=C(Nc1ccn(CCCNCc2ccc3c(c2)OCO3)c(=O)n1)OCc1ccccc1,i
CC(C)C[C@@H](CNCC(=O)[C@H](C)NC(=O)c1[nH]cnc1C(=O)N[C@@H](C)CN)NC(=O)c1nc[nH]c1C(=O)N[C@@H](C)C(=O)O,i
CC[C@]12c3[nH]c4cc(-c5ccco5)ccc4c3CCN1C(=O)[C@@H](CC(=O)NCCCn1ccnc1)C[C@@H]2C(=O)N1CCN(C(=O)c2ccco2)CC1,i
O=C(CSc1nc2ccccc2c(=O)n1-c1ccccc1F)NC1CCS(=O)(=O)C1 (configuration not stated),i
CN(C)C(=O)CCc1ccc2c3c([nH]c2c1)[C@]1(CCC2CCCC2)[C@@H](C(=O)N2CCOCC2)C[C@H](CC(=O)NCCCn2ccnc2)C(=O)N1CC3,i
Cc1cccc(C2=NN(c3ccccc3)[C@@H](C(=O)N3CCOC3=O)[C@@H]2c2ccc([N+](=O)[O-])cc2)c1,i
C[C@]12c3[nH]c4ccc(Cl)cc4c3CCN1C(=O)[C@@H](CC(=O)NCc1cccc(C(F)(F)F)c1)C[C@@H]2C(=O)N1CCCCC1,i
N#Cc1ccc(C(=O)N2CCC3CC2c2cc(-c4ccc(F)cc4)ccc23)cc1 (configuration not stated),i
CCN1C(=O)[C@H]2[C@H]3CN=C(SCC(=O)c4ccccc4)N3[C@@](CC)(C(=O)OC)[C@H]2C1=O,i
C[C@H](CO)N1C[C@H](C)[C@@H](CN(C)Cc2ccc(-c3ccccc3)cc2)Oc2ccc(NC(=O)Cn3cnnn3)cc2C1=O,i
CC[C@@]1(C(=O)OC)N[C@H](CN(C)S(=O)(=O)c2ccc(C(C)(C)C)cc2)[C@@H]2C(=O)N(C)C(=O)[C@@H]21,i
O=C1Nc2c(Br)cccc2C1=O,i
CC(C)C[C@H]1CNC(=O)C(=O)N1CC1CCN(CCc2ccc(-c3ccccc3)cc2)CC1,i
CCN1C[C@@H]2[C@@H]3C(=O)N(Cc4ccccc4)C(=O)[C@@H]3[C@](Cc3ccccc3)(C(=O)OC)N2C1=NC1CCCCC1,i
O=C(NCCCCc1ccccc1)c1cccc(NC(=O)C2CCC2)c1,i
CCOc1ccc(CCN2C(=O)C(=O)N([C@@H](CC(C)C)CN3CCC[C@@H]3CN3C(=O)C(=O)NC[C@@H]3Cc3ccccc3)C[C@@H]2Cc2ccc(O)cc2)cc1,i
CCCCN1CC(COCc2ccccc2)Oc2cccc(Oc3ccc(C(C)C)cc3)c2S1(=O)=O (configuration not stated),i
Cc1noc(C)c1S(=O)(=O)N(C)C[C@H]1Oc2ccc(NS(=O)(=O)c3cn(C)cn3)cc2C(=O)N([C@H](C)CO)C[C@@H]1C,i
CCN(C[C@H]1N[C@@](C)(C(=O)OC)[C@H]2C(=O)N(C)C(=O)[C@@H]12)C(=O)Nc1ccc(C)cc1,i
COC(=O)[C@H](CC(C)C)NC(=O)Cn1cnc(C(=O)Nc2ccc(C)c(C)c2)n1,i
CCOC(=O)[C@@H]1CSCCS(=O)(=O)N1,i
N#Cc1ccc(S(=O)(=O)NC[C@H]2O[C@@H](n3cnc4c(N)ncnc43)[C@H](O)[C@@H]2O)cc1,i

(next part)
mol,KCNK3 block
O=C(Cn1cc(COc2c(Br)cc(F)cc2Br)nn1)c1ccc(O)cc1,i
O=C(/C=C/c1ccccc1)Nc1cccc(C(=O)NCCCc2ccccc2)c1,i
COc1ccc(C2CC(=O)Oc3cc(C)cc(C)c32)cc1 (configuration not stated),i
CC[C@]12c3[nH]c4ccccc4c3CCN1C(=O)C(CC(=O)NCCN1CCOCC1)C[C@@H]2C(=O)N1CCN(C(=O)C2CC2)CC1 (some centres not stated),i
CCN(C[C@H]1N[C@@](C)(C(=O)OC)[C@H]2C(=O)N(Cc3ccccc3)C(=O)[C@@H]12)C(=O)Nc1ccc(Cl)cc1,i
C[C@H](CO)N1C[C@H](C)[C@@H](CN(C)C(=O)Nc2ccccc2)Oc2ccc(NC(=O)Nc3ccccc3)cc2C1=O,i
O=[N+]([O-])c1ccc(COc2ccccc2CN2CCOCC2)cc1,i
CN(CCc1ccccc1)C(=O)c1ccc(NC(=O)Cc2cccc(NC(=O)C3CCN(C(=O)C4CCCCC4)CC3)c2)cc1,i
CCN(CC)C(=O)[C@H]1CC(CC(=O)NCCCn2ccnc2)C(=O)N2CCc3c([nH]c4ccccc34)[C@]12C (some centres not stated),i
Cc1ccc(S(=O)(=O)N2[C@@H](c3ccc(Br)cc3)C(C(=O)O)=CC[C@H]2c2cccc(Cl)c2)cc1,i
COc1ccc2[nH]c3c(c2c1)CCN1C(=O)C(CC(=O)NCC24CC5CC(CC(C5)C2)C4)C[C@H](C(=O)N2CCCCC2)[C@@]31C (some centres not stated),i
CN(C(=O)c1cccc(NC(=O)Cc2ccc(NC(=O)C3CCN(C(=O)C4CCC4)CC3)cc2)c1)C1CCCC1,i
COc1ccc([C@@H]2CC=C(C(=O)O)[C@H](c3ccc(C)cc3)N2S(=O)(=O)c2ccccc2C)cc1,i
CC[C@]1(C(=O)OC)[C@H]2C(=O)N(Cc3ccccc3)C(=O)[C@H]2[C@H]2CN=C(SCC(=O)c3ccccc3)N21,i
CCN(C[C@H]1N[C@@](Cc2ccccc2)(C(=O)OC)[C@H]2C(=O)N(C)C(=O)[C@@H]12)C(C)=O,i
CCC(NC(=O)CC[C@H]1O[C@@H](n2cc(C)c(=O)[nH]c2=O)C[C@@H]1O)c1ccccc1 (some centres not stated),i
CCN(C[C@H]1N[C@@](CC)(C(=O)OC)[C@H]2C(=O)N(Cc3ccccc3)C(=O)[C@@H]12)C(=O)c1ccccc1,i
O=C(Cc1cccs1)Nc1cc(S(=O)(=O)N2CCCCC2)ccc1Cl,i
COC(=O)[C@]1(C)N[C@H](CN(C)S(=O)(=O)c2ccccc2)[C@@H]2C(=O)N(C)C(=O)[C@@H]21,i
CN(C(=O)c1cccc(NC(=O)Cc2cccc(NC(=O)C3CCCN(C(=O)C4CC4)C3)c2)c1)C1CCC1 (configuration not stated),i

Entries shown so far that contain a nitro group on carbon, in the order listed:
mol,KCNK3 block
Cc1cccc(C2=NN(c3ccccc3)[C@@H](C(=O)N3CCOC3=O)[C@@H]2c2ccc([N+](=O)[O-])cc2)c1,i
O=[N+]([O-])c1ccc(COc2ccccc2CN2CCOCC2)cc1,i

(next part)
mol,KCNK3 block
CCOC(=O)C1=C(C)N(C[C@@H]2CC[C@@H](Cc3ccc(-c4ccccc4)cc3)O2)C(=O)NC1c1cccc2ccccc12 (some centres not stated),i
CC[C@]12c3[nH]c4ccccc4c3CCN1C(=O)C(CC(=O)NCCCN(C)C)C[C@@H]2C(=O)N1CCN(C(=O)c2ccco2)CC1 (some centres not stated),i
FC(F)(F)c1ccc(-c2cccc3c2C2CC3CCN2Cc2ccccc2)cc1 (configuration not stated),i
C[C@H]1NS(=O)(=O)c2ccc(Br)cc2O[C@H]1c1ccccc1,i
CC[C@]12c3[nH]c4cc(-c5ccco5)ccc4c3CCN1C(=O)[C@@H](CC(=O)NC/C=C(\C)CCC=C(C)C)C[C@@H]2C(=O)N1CCN(C(=O)c2ccco2)CC1,i
CCN(C[C@H]1N[C@@](CC)(C(=O)OC)[C@H]2C(=O)N(Cc3ccccc3)C(=O)[C@@H]12)C(=O)Nc1ccc(C(F)(F)F)cc1,i
O=C(C[C@H]1C[C@H](C(=O)N2CCOCC2)[C@@]2(CCC3CCCC3)c3[nH]c4cc(-c5ccco5)ccc4c3CCN2C1=O)NCC12CC3CC(CC(C3)C1)C2,i
COC(=O)[C@@]1(C)[C@H]2C(=O)N(Cc3ccccc3)C(=O)[C@H]2[C@H]2CN=C(SCC3CC3)N21,i
C=CC[C@@H](CC(=O)N[C@@H](CO)Cc1ccccc1)C(=O)N[C@@H](COC(=O)[C@@H](CC=C)CC(=O)OC(C)(C)C)Cc1c[nH]c2ccccc12,i
Cc1ccc(S(=O)(=O)N2C[C@@H]3CCCC[C@@H]3[C@@H](C)[C@H]2CC(=O)c2ccccc2)cc1,i
O=C(Cc1cccc(NC(=O)C2CCN(C(=O)C3CCCCC3)CC2)c1)Nc1cccc(C(=O)N2CCOCC2)c1,i
Nc1ncnc2c1ncn2[C@@H]1O[C@H](CNC(=O)[C@@H]2CCC(=O)N2)[C@@H](O)[C@H]1O,i
Cc1ccc(NC(=O)c2ncn(CCCN[C@H](C)c3cccc4ccccc34)n2)cc1C,i
O=C1CCC/C=C\C[C@@H](CC(=O)N(CCO)Cc2ccccc2)C(=O)N[C@H](Cc2c[nH]c3ccccc23)CO1,i
COc1ccc(-c2noc(CCC(=O)N3CCN(c4ccccc4C)CC3)n2)cc1,i
CCCCCCCC(=O)C(C)C(=O)N(C)[C@H](Cc1ccc(OC)cc1)C(=O)N(C)[C@H](C(N)=O)C(C)C (some centres not stated),i
CCCN=C1N(CC)C[C@@H]2[C@@H]3C(=O)N(Cc4ccccc4)C(=O)[C@@H]3[C@](C)(C(=O)OC)N12,i
COc1cc(NCCCn2cnc3c(OCc4ccccc4)ncnc32)cc(OC)c1OC,i
O=C(CC1C[C@H](C(=O)N2CCOCC2)[C@@]2(CCC3CCCC3)c3[nH]c4ccccc4c3CCN2C1=O)NCc1cccc(C(F)(F)F)c1 (some centres not stated),i
O=C(CC1C[C@H](C(=O)N2CCOCC2)[C@@]2(CCC3CCCC3)c3[nH]c4ccccc4c3CCN2C1=O)NCCC1=CCCCC1 (some centres not stated),i

Continuation.
mol,KCNK3 block
COC(=O)[C@]1(C)N[C@H](CN(C)S(=O)(=O)c2ccc(C)cc2)[C@@H]2C(=O)N(C)C(=O)[C@@H]21,i
COc1ccc(-c2ccc3c(c2)[C@@H]2C[C@H]4[C@@H](C(=O)N2CC3)[C@H](C)ON4C)cc1,i
CN(C(=O)c1cccc(NC(=O)Cc2cccc(NC(=O)C3CCN(S(=O)(=O)c4cccc([N+](=O)[O-])c4)CC3)c2)c1)C1CC1,i
COc1cc(C2CC(=O)Oc3cc(C)c(Br)c(C)c32)cc(OC)c1OC (configuration not stated),i
O=C(c1cccc(Cl)c1)N1CCC2CC1c1cc(N3CCOCC3)ccc12 (configuration not stated),i
CCOC(=O)C1=CN(CC)S(=O)(=O)NC1CC (configuration not stated),i
O=C1CCN(Cc2ccccc2)C=C1C(=O)c1ccccc1,i
Cc1ccc(OCC(=O)NNC(=O)C2CCC2)cc1C,i
